# EBNA-1 inhibitor: blocks EBNA-1 binding to DNA; EBNA-1 DNA binding, fluorescence polarization; inhibition, % at 14.8 µM; 300,000 tested, 0.34% active; AID 1950; in the data active means inhibition above about 28%
# TPT1 inh: inhibitors of Candida albicans tRNA 2'-phosphotransferase TPT1; recombinant caTPT1, FP RNA substrate dephosphorylation; AID 1962; 300,000 tested, 0.81% active; inhibition, % at 5 µM;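 active means inhibition above the mean of all tested compounds plus 3 SD, set per screening campaign, cut at about 24% in these data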;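 further: plate controls were DMSO alone for no effect and ferristatin control at 100 nM for full effect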
# Fh CTSL1 inh: counter-screen for PFM18AAP inhibitors: inhibitors of F. hepatica cathepsin L1; recombinant F. hepatica cathepsin L1, Z-Leu-Arg-MCA fluorescence; inhibition, % at 5.96 µM; 300,000 tested, 0.49% active; AID 1906;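 active means inhibition above the mean of all tested compounds plus 3 SD, set per screening campaign, cut at about 17% in these data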;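 further: 0% = plate median of test compound wells and 100% = 1 µM Z-Phe-Ala-diazomethylketone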
# GASC-1 inh: human JMJD2C demethylase inhibition; GST-JMJD2C(1-420) H3K9me3 demethylation, DELFIA europium; inhibition, % at 2.35 µM; 330,000 tested, 0.069% active; AID 2099;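 active means more than half of a compound's replicate wells show inhibition beyond 50%, single wells judged on their own value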;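 further: signal counts dimethyl H3K9 product captured on neutravidin plate; 0% = median of DMSO wells and 100% = 0.3 times that DMSO median; strong numbers were not always called active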
# PP5 inh: inhibitors of human protein phosphatase 5 (PP5); P53041; purified PP5c, OMFP substrate fluorescence; inhibition, % at 6.7 µM; 320,000 tested, 0.18% active; AID 1987;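 active means inhibition above the campaign's mean inhibition across all tested compounds plus 3 SD, cut at about 9.5% in these data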;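 further: 0% = DMSO only and 100% = 100 µM cantharidin control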
# Target sequence (P53041 whole entry, looked up): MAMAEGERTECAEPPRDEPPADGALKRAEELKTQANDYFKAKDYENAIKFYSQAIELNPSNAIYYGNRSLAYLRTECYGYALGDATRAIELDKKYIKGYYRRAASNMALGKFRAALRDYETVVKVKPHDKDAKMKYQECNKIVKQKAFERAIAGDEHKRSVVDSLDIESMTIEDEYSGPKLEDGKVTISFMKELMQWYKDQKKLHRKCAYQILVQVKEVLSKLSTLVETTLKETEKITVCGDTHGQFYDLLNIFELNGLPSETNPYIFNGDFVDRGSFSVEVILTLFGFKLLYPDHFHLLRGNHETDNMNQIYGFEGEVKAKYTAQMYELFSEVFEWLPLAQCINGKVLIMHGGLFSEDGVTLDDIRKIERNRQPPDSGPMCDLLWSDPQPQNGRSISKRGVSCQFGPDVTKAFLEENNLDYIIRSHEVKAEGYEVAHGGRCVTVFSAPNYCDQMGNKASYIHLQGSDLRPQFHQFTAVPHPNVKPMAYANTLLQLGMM
# HCV core dimer: HCV core protein dimerization inhibition; 300,000 tested, 0.33% active; TR-FRET GST/Flag-core106 dimerization, 1536-well; inhibition, % at 5 µM; AID 1899;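 active means inhibition above the mean of all tested compounds plus 3 SD, set per screening campaign, cut at about 45% in these data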
#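 Test system: GST/Flag-tagged HCV core106 proteins; Medium: KF-containing HEPES buffer, pH 7.45, DTT, CHAPS, BSA; Times: compound-protein-antibody incubation 4 h at 22.5 °C; Detection: TR-FRET 671 and 617 nm emission; Benchmarks: wells lacking GST-core106 and wells with excess unlabelled core106.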
# ZTA DNA inh: blocks Epstein-Barr virus ZTA, an EBNA-1 counter-screen; inhibition, % at 11 µM; ZTA-DNA binding, fluorescence polarization; AID 2234; 320,000 tested, 0.15% active; P03206; in the data active means inhibition above about 33%
# Target sequence (P03206 whole entry, looked up): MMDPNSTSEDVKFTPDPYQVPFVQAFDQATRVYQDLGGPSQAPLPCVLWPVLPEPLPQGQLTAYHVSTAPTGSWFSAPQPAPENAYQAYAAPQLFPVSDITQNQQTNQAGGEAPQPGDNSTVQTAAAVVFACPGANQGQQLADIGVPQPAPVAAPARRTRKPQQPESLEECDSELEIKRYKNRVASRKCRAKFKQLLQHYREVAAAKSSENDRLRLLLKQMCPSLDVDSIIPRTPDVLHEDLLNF
# Yeast superoxide: yeast age-related superoxide inhibition as caloric restriction mimetic; S. cerevisiae aged cells, superoxide DHE fluorescence; hits give low values; superoxide response (% of plate mean), % at 10 µM; 330,000 tested, 0.18% active; AID 2690;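 active means superoxide response under a set limit, about three screen SD below normal, cut at about 65% in these data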;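 further: yeast aged for seven days with compound at 30 °C before DHE staining; 100% = average MFI of all compound-treated wells on the plate with controls excluded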
# PP1 counter: blocks human PP1-alpha phosphatase, a PP5 counter-screen | P62136 | purified PP1alpha, OMFP fluorescence | inhibition, % at 6.7 µM | 320,000 tested, 0.9% active | AID 2235;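 active means inhibition above the mean inhibition of all tested compounds plus 3 SD, computed separately for each screening campaign, cut at about 15% in these data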
# Target sequence (P62136 whole entry, looked up): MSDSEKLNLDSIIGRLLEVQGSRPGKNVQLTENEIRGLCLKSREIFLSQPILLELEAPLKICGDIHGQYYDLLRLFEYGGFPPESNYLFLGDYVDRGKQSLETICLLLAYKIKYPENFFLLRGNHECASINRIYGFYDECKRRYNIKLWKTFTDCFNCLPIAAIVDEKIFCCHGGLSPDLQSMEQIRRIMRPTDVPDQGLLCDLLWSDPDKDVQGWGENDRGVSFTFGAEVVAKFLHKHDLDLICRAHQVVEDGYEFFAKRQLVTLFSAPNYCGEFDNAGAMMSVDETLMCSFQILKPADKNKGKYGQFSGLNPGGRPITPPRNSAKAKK
# The depositor's hits bear a star; nt = not tested or not shown; & = joins results of further samples. No enrichment for hits. About 3.1% of those tested had a hit in this group.
SMILES,EBNA-1 inhibitor,TPT1 inh,Fh CTSL1 inh,GASC-1 inh,PP5 inh,HCV core dimer,ZTA DNA inh,Yeast superoxide,PP1 counter
Cc1cc(NC(=O)CSc2nnnn2C2CCCC2)no1,19,2,0,3,2.4,0,-5,83,0
CCOc1ccccc1-n1c(SC(C)C(=O)NCC2CCCO2)nc2ccccc2c1=O (centres undefined),nt,nt,nt,-4,-0.5,nt,1,82,3
Cc1ccc(S(=O)(=O)NC(=O)Nc2ccc(OC(F)F)cc2)cc1,-3,-1,-3,6,-0.4,-2,-5,88,1
COc1ccc(-n2nnnc2CNC(=O)c2ccc3c(c2)OCO3)cc1,-3,1,3,-32,2.1,-1,2,109,1
CC(C)COc1ccc(C(=O)Nc2scc(-c3ccc(Cl)cc3Cl)c2C(N)=O)cc1,-5,0,1,71,3.0,28,18,102,-6
Cc1cccc2c1N(C(=O)c1ccco1)C(C)(C)c1ssc(=S)c1-2,4,3,1,8,1.4,-1,7,93,0
O=C(O)CCC(=O)NC1CCCCC1,3,2,-2,-1,-2.0,1,4,84,-1
Cc1cc(=O)n2c(c1C#N)SC1CCCCC12O (centres undefined),13,-3,1,1,0.3,7,6,112,1
CSc1ccc(CSCC(=O)N2CCN(S(=O)(=O)c3ccc(C)cc3C)CC2)cc1,nt,nt,nt,3,1.4,nt,7,85,8
CCOC(=O)c1c(CN2CCN(c3ccccc3)CC2)oc2ccc(O)cc12,0,-1,-2,1,1.9,3,2,100,0
O=C(NCCC1CCCCN1S(=O)(=O)c1ccccc1)C(=O)NCc1ccccn1 (centres undefined),-1,0,1,15,-0.2,-3,-1,95,13
Cc1ccc2cc(CN(Cc3ccc4c(c3)OCO4)Cc3nnnn3Cc3ccco3)c(=O)[nH]c2c1,-14,-2,-1,-14&29,5.2,14,3,104,7
CCCCc1nc2ccccc2c(=O)n1NC(=O)c1c(O)c2ccccc2n(C)c1=O,8,-1,0,-8,-1.1,14,-6,138,1
O=C1CC(N2CCN(c3ccc(Cl)cc3)CC2)C(=O)N1c1ccccc1 (centres undefined),5,1,-3,17,10*,-6,-17,100,0
Cc1cccc(NS(=O)(=O)c2c(C(=O)N3CCCC3)c(C)n(C)c2C)c1,-22,1,-4,4,0.8,-7,15,96,-2
COc1cc(OC)cc(-c2c(C#Cc3ccsc3)c3cc(-c4ccc5cc[nH]c5c4)ccc3n2C)c1,nt,nt,nt,3,2.0,nt,11,115,-3
COc1ccc(OCc2nnc(SCC(=O)c3ccccc3)o2)cc1,4,-1,1,-9,1.8,-1,4,85,1
COc1ccc(N2CCN(C(=O)COc3ccc4c(C)cc(=O)oc4c3C)CC2)cc1,11,3,0,0,1.1,-10,0,83,0
CCOC(=O)COn1c(=O)c(-c2ccc(OC)cc2)[n+]([O-])c2ccccc21,9,-4,3,-1,-0.3,-7,-8,97,-3
O=C(CSc1nnnn1-c1ccccc1)CSc1nnnn1-c1ccccc1,7,-2,22*,-5,1.4,9,5,101,2
Cc1ccc(C)c(-n2cc(CN3CCN(C(=O)c4ncn[nH]4)CC3)c(-c3ccccc3)n2)c1,-2,0,2,-3,2.1,7,16,101,3
COc1ccc(C2(O)CCN(Cc3nnnn3Cc3ccc(C)cc3)CC2)cc1,-7,4,1,3,1.9,-3,-10,103,-3
Cc1ccc(S(=O)(=O)N2CCC(C(=O)N3CCC[C@H]3C(=O)NCC(C)C)CC2)cc1,-10,1,0,-9,2.6,-5,-23,99,-1
CC(/C=N/NC(=O)c1ccccc1F)=C\c1ccccc1,2,2,3,0,0.1,-2,2,100,-4
Cc1cc(C)n(/N=C/c2ccccc2)c(=O)c1C#N,3,0,3,-7,1.6,1,0,109,-4
# The list goes on.
SMILES,EBNA-1 inhibitor,TPT1 inh,Fh CTSL1 inh,GASC-1 inh,PP5 inh,HCV core dimer,ZTA DNA inh,Yeast superoxide,PP1 counter
COc1ccc(CC(=O)c2cc(OC)c(OC)cc2CC(=O)O)cc1OC,2,1,0,5,-1.1,-2,5,96,-2
CCCC(=O)Nc1ccc(Br)c(Cl)c1,0,-7,-1,-3,1.0,-7,-7,92,1
Cc1nnc(SCC(=O)Nc2ccc(Br)cc2)n(N)c1=O,0,-3,-2,-1,5.8,-8,8,108,-2
Cc1cccc(C(=O)N2CCCCCC2)c1,8,2,0,2,-2.3,-3,-6,125,-4
CC(C)CNC(=O)COC(=O)/C=C/c1ccco1,-9,-1,3,-16,-0.1,-1,-1,86,-1
CCOC(=O)c1c(NC(=O)COC(=O)c2ccncc2)sc(C)c1C,-5,5,-7,-2,-0.6,6,-3,110,-6
N#Cc1ccc2nc3c(nc2c1)CCCC3,-3,-1,1,-49,-3.0,-3,-9,79,4
O=C(NCc1ccccc1)c1onc(CSc2ccc(F)cc2)c1C(=O)NCc1ccccc1,7,0,2,16,1.1,20,5,92,5
COc1ccc(NC(=O)c2cccc(NS(=O)(=O)c3ccccc3)c2)cc1,0,-2,-5,-1,2.4,-5,1,115,-1
O=C(NCCCN1CCCC1=O)c1ccc2c(c1)OCO2,2,1,1,-5,6.3,-3,6,126,-7
Cn1nnnc1Sc1ncnc2scc(-c3ccccc3Cl)c12,nt,nt,nt,0,-0.2,nt,2,93,1
NS(=O)(=O)c1ccc(NC(=O)Cc2c(F)cccc2Cl)cc1,-1,-3,0,-1,0.7,0,2,97,-2
CNC(=S)N(CCc1c(C)[nH]c2ccc(C)cc12)Cc1ccc(OC)c(OC)c1,-2,3,-4,6,4.3,-22,-7,88,2
CCC(=O)N1c2ccccc2NC2=C(C(=O)CC(C)(C)C2)C1c1ccc(O)c(OC)c1 (centres undefined),0,0,-2,18,4.0,6,-11,97,2
CCCCC(=O)N1CCN(c2nc3ccc(OCC)cc3s2)CC1,1,-3,2,-16,0.8,-3,-5,99,2
Cc1cccc(-n2c(C)cc(/C=N/n3cnnc3)c2C)c1,0,-1,0,-14,1.9,2,-2,99,-1
COC(=O)c1c(C(=O)OC)c2ccncn2c1Cl,-1,-2,-4,-7,1.1,-7,3,107,-3
O=C(Cc1cc(=O)[nH]c(=O)[nH]1)NCc1ccccc1,3,-3,1,5,0.9,4,0,87,-3
CCC(=O)Nc1ccc(NC(=O)/C=C/c2ccc(Cl)cc2)cc1,9,2,-3,8,0.4,5,3,93,1
N#C/C(=C(/O)COc1ccccc1)c1nc2ccccc2s1,-2,-8,13,4,-5.4,0,-20,105,-3
O=C(NCc1ccco1)Nc1ccc2nsnc2c1,0,-3,6,-5,3.2,0,-5,88,7
COc1ccc(/C=C/C(=O)O)cc1COc1cccc(C)c1,16,-5,4,1,1.4,1,14,100,2
COc1ccccc1N(C(=O)c1ccco1)C(C(=O)NC1CCCCC1)c1cc(OC)c(OC)c(OC)c1 (centres undefined),9,1,0,-6,-0.9,9,-4,113,-3
Cc1noc(C)c1CSCC(=O)Nc1cc(Cl)ccc1N1CCCCC1,-4,2,0,0,3.0,3,-4,96,0
O=C(O)CCCC(=O)N1CCN(c2nc(-c3ccccc3)c3ccccc3n2)CC1,-5,-5,2,16,-0.4,8,5,104,4
# Other compounds
SMILES,EBNA-1 inhibitor,TPT1 inh,Fh CTSL1 inh,GASC-1 inh,PP5 inh,HCV core dimer,ZTA DNA inh,Yeast superoxide,PP1 counter
COc1ccc(-c2cc(-c3cc(F)ccc3O)[nH]n2)cc1OC,-8,-4,1,-65,9.5,-5,-12,98,3
Cc1cc(NC(=O)c2ccc(F)cc2)n(C)n1,3,1,-2,-2,-0.5,7,15,94,-4
O=C(CSc1nnnn1C1CCCC1)N1CCN(C(=O)c2ccco2)CC1,2,1,-1,-35&4,1.1,-1,-2,106,-2
COc1ccc(C(=O)N/N=C/c2ccc(SC)cc2)cc1,-6,-2,-2,3,2.6,-2,-5,109,-2
O=C(N/N=C/c1ccc([N+](=O)[O-])cc1)c1c[nH]c2ccccc12,-13,1,1,-6,-0.2,0,2,100,0
O=C(Nc1ccc[n+](CC(=O)c2cccc3ccccc23)c1)c1ccccc1,7,1,2,-7,0.0,6,3,91,4
CN(CCO)C(=O)C(c1ccccc1)c1ccccc1,-5,-1,-1,-7,0.2,0,-1,107,-4
O=C(COC(=O)c1ccc2[nH]c3c(c2c1)CCCC3)NC1CCS(=O)(=O)C1 (centres undefined),-6,-6,-1,-4,-5.4,4,-2,110,1
COc1ccc(-c2nnc(-c3ccccc3O)o2)cc1,6,0,1,-3,-1.9,1,7,105,14
CC1(C)CC(=O)C(C(O)c2cccc([N+](=O)[O-])c2)C(C)(C)N1 (centres undefined),-7,-4,2,-27,1.6,-10,-2,114,-1
COC(=O)c1cc2occc2n1Cc1nc(-c2ccccc2F)oc1C,-8,0,0,-7,3.4,2,9,98,-2
Cc1cccc(NC(=O)CSCc2cc(=O)n3ccsc3n2)c1C,-10,1,-5,-12,3.7,1,8,80,-1
CC1=C[C@@H](C)[C@@H](c2ccc(C(F)(F)F)cc2)OC1=O,5,-1,-2,-13,1.2,8,-11,98,-2
CCOCCCN(C(=O)Cn1nnc(-c2ccc(OC)c(OC)c2)n1)C(C(=O)NCC1CCCO1)c1ccc(F)cc1 (centres undefined),4,-1,-3,-34,2.4,4,3,105,4
CSCCOC(=O)C1=C(C)Nc2ccc(C)cc2S1,-11,2,0,4,2.2,-29,-24,111,-4
CC(=O)CCC(=O)NC1CCCc2c1cnn2-c1ccc(C(C)(C)C)cc1 (centres undefined),-14,-1,7,-23,1.7,-8,-11,99,-2
Cc1ccc(Cl)cc1N1CCN(C(=O)CSc2ccsc2[N+](=O)[O-])CC1,7,4,2,-1,4.6,57*,2,113,17*
COc1cccc(/C=N/Nc2ccnc(=O)[nH]2)c1O,7,2,5,-8,-1.7,4,3,103,5
CC(C)c1nc(SCC(=O)N2c3ccccc3CC2C)c2ccccc2n1 (centres undefined),1,0,4,-4,0.3,12,17,97,3
COc1cccc2sc(N)nc12,nt,nt,nt,5,-3.4,nt,-10,115,-5
CC(=O)CCc1ccc(Oc2nc(-c3cccnc3)nc3ccccc23)cc1,-10,0,5,-4,1.1,5,-4,92,3
Cc1cccc([C@@H]2[C@@H]3C(=O)N(Cc4ccccc4)C(=O)[C@@H]3[C@]3(CC(C)C)C(=O)N(c4cccc(Cl)c4)C(=O)N23)c1,1,0,1,-5,-0.4,20,6,100,9
CCOc1ccccc1NS(=O)(=O)c1cn(C)c(=O)n(C)c1=O,-10,0,5,2,-2.3,-5,-10,97,-5
CCn1c(Cc2ccccc2)nnc1SCC(=O)Nc1ccccc1,6,0,-2,2,1.6,0,16,91,-1
CCOC(=O)c1ccccc1NC(=O)CSc1nnc(Cc2cccn2C)n1-c1ccc(F)cc1,-6,-1,0,1,-0.8,4,-2,77,5
Cc1ccc(OCCSc2nc3ccccc3n2CCC(=O)O)cc1,0,-2,8,85,-1.6,3,1,108,-3
CCC(=O)NC(=S)Nc1ccc(NC(=O)c2ccco2)c(OC)c1,3,3,-1,3,-1.1,-2,5,100,-3
O=C(NNC(=S)NC(=O)c1cccs1)c1ccc(NC(=O)c2ccccc2)cc1,-3,-1,5,-3,-0.6,5,-2,91,8

# Some of the entries above, reformatted.
> CC1=C[C@@H](C)[C@@H](c2ccc(C(F)(F)F)cc2)OC1=O
  EBNA-1 inhibitor: 5 | TPT1 inh: -1 | Fh CTSL1 inh: -2 | GASC-1 inh: -13 | PP5 inh: 1.2 | HCV core dimer: 8 | ZTA DNA inh: -11 | Yeast superoxide: 98 | PP1 counter: -2
> CCOCCCN(C(=O)Cn1nnc(-c2ccc(OC)c(OC)c2)n1)C(C(=O)NCC1CCCO1)c1ccc(F)cc1 (centres undefined)
  EBNA-1 inhibitor: 4 | TPT1 inh: -1 | Fh CTSL1 inh: -3 | GASC-1 inh: -34 | PP5 inh: 2.4 | HCV core dimer: 4 | ZTA DNA inh: 3 | Yeast superoxide: 105 | PP1 counter: 4
